ABCB6 inh MLPCN: ABCB6 transporter inhibitors, primary screen, K562-ABCB6 cells, flow cytometry, MLPCN library; fluorescence ratio to DMSO, % at 10 µM; ATP-binding cassette sub-family B member 6 (Homo sapiens), Q9NP58; 0.19% of 360,000 active; K562-ABCB6 porphyrin accumulation, 1 h; active compounds read low; AID 602162, 2011;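 active = fluorescence ratio to DMSO below 75%, the collection mean minus 3 SD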;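 note: signal is porphyrin accumulated inside mitochondria; 100% equals median channel fluorescence of DMSO control wells; lower ratio means ABCB6 inhibition with less porphyrin fluorescence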
ABHD5 PLIN5 PPI: ABHD5-PLIN5 interaction inhibitors, primary screen, cell lysate, split luciferase complementation, luminescence. inhibition, % at 4 µM. 0.78% of 360,000 active. AID 602281, 2012. Split G. princeps luciferase complementation, 4 h;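 active = inhibition above the mean inhibition across every tested compound plus 3 SD, cut at about 22% in these data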;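 note: 0% = DMSO only wells and the 100% control is not disclosed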
SRC2 inh: inhibition of GAL4-SRC2 driven luciferase reporter, primary screen, SRC2 inhibitor project, cell-based, luminescence. Nuclear receptor coactivator 2 (Homo sapiens), Q15596. HEK293 GAL4-SRC2 luciferase reporter. inhibition, % at 9 µM. 0.17% of 370,000 active;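 active = inhibition above the mean inhibition of all tested compounds plus 3 SD, set per campaign, cut at about 52% in these data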;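 note: 0% = DMSO treated cells and 100% = cells given Gossypol at 36 µM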
HTR2A ag: mouse Htr2a agonists via beta-arrestin recruitment, primary screen, cell-based, luminescence; 5-hydroxytryptamine receptor 2A (Mus musculus), P35363; CHO-K1 mHTR2A beta-arrestin complementation; percent of 30 µM serotonin response; activation, % at 7.6 µM; 0.66% of 360,000 active; AID 624169, 2012;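 active = activation above a run cutoff, the mean activation of all tested compounds plus 3 SD, cut at about 14% in these data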;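 note: 0% = plate median of compound wells and 100% = 30 µM serotonin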
Target sequence (P35363 whole entry, looked up): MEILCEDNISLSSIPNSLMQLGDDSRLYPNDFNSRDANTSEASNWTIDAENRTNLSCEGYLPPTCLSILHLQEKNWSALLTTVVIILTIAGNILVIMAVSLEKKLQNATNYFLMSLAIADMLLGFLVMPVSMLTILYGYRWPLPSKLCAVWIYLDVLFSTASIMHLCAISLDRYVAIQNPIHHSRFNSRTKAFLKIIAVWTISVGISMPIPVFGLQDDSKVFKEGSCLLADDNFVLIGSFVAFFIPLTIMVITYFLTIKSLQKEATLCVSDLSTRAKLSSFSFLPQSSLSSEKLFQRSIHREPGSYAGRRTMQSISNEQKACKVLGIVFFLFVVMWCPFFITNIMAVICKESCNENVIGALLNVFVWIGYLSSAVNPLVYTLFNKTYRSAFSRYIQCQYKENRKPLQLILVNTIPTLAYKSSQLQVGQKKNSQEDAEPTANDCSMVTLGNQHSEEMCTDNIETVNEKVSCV
TLR9-MyD88 inh: inhibitors of TLR9-MyD88 association in cells, primary screen, cell-based, CHO, BLA complementation, fluorescence; Toll-like receptor 9 (Homo sapiens) + Myeloid differentiation primary response protein …; inhibition, % at 4.98 µM; AID 504734, 2011; CCF4 FRET ratio; 0.21% of 340,000 active;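 active = inhibition above the mean over all tested compounds plus 3 SD, cut at about 21% in these data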;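 note: 0% = DMSO only wells and 100% = clavulanate BLA inhibitor control wells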
MC4R barr agon: MC4R agonists recruiting beta-arrestin, primary screen, cell-based, luminescence, agonist arm of biased-ligand search; 0.98% of 360,000 active; activation, % at 8.9 µM; U2OS MC4R beta-arrestin complementation; percent of melanotan II response, DMSO zero;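 active = activation above a per-plate cutoff, the mean activation of sample wells on that plate plus 3 SD, cut at about 8% in these data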
Target sequence (P32245 whole entry, looked up): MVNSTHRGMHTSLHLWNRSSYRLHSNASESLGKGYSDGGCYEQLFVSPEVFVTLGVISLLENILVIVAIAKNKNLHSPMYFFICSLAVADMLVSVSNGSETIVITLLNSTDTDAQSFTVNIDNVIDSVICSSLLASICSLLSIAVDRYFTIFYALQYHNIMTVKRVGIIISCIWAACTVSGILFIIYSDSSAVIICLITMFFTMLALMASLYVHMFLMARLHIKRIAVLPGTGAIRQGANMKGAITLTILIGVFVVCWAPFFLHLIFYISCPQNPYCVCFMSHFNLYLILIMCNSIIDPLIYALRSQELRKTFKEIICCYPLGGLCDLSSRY
NOD2-RIPK2 inh: NOD2-RIPK2 binding disruptors in cells, primary screen, fluorescence, CHO cells, BLA complementation. Receptor-interacting serine/threonine-protein kinase 2 (Homo sapiens), O43353. CCF4 ratio. inhibition, % at 4.98 µM. 0.38% of 360,000 active; in the data active = inhibition above about 21%;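 note: 0% = vehicle only and 100% = reference blocker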
MC4R antagonist: MC4R antagonists of cAMP signaling, primary screen, cell-based, TR-FRET, antagonist arm of biased-ligand search. Melanocortin receptor 4 (Homo sapiens), P32245. MC4R-expressing cells, MTII-stimulated cAMP, LANCE TR-FRET. inhibition, % at 6.5 µM. 0.48% of 360,000 active. AID 540295, 2011;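 active = inhibition above its plate's cutoff, the mean of tested wells on that plate plus 3 SD, cut at about 29% in these data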;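 note: 0% = Melanotan II alone and 100% = Melanotan II plus saturating MCL0020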
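Material: U2OS-MC4R stable cell line | Reagent: Melanotan II challenge after compound preincubation | Doses: One concentration, 6.5 µM nominal | Incubation: 30-min compound preincubation, 1-h Melanotan II challenge, 1-h detection, room temperature | Signal: TR-FRET cAMP assay | Replicates: One well per compound, no replicates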
H9c2 protect: cardioprotection against H2O2-induced cell death, primary screen, uHTS, H9c2 cells, ATPLite luminescence | H9c2 cardiomyocytes, H2O2 injury protection, 2 h | protection from H2O2 cell death, % at 20 µM | 0.63% of 360,000 active | AID 588492, 2011;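 active = compounds giving at least 50% protection of heart cells from peroxide-induced death in the single-dose screen, raw or plate-pattern-corrected value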;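 note: 0% = DMSO wells with peroxide and 100% = DMSO wells without peroxide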
Glyco luc inh: increase of ERlucT glycosylation luciferase signal, primary screen, N-linked glycosylation inhibitor project, D54 ERlucT cells, luminescence, set 2 | D54 ERlucT glycosylation luciferase reporter, 24 h; percent of 100 nM tunicamycin response | reporter increase, % at 12.5 µM | 0.23% of 360,000 active;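 active = mean luciferase reporter signal, scaled so untreated is 0 and the glycosylation-blocking control 100, at or above a set limit in every replicate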;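 note: luciferase carries N-glycosylation sites so blocking glycosylation raises the light; 0% = median of neutral control wells and 100% = median of 100 nM tunicamycin wells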
An asterisk follows results filed as active; x = not tested or not shown.

A first look:
SMILES	ABCB6 inh MLPCN	ABHD5 PLIN5 PPI	SRC2 inh	HTR2A ag	TLR9-MyD88 inh	MC4R barr agon	NOD2-RIPK2 inh	MC4R antagonist	H9c2 protect	Glyco luc inh
COc1cc(CO)ccc1OCc1nnnn1-c1ccc(C)cc1	95	1	-20	1	-13	1.7	3	4	3	0
O=C(Cc1ccccc1F)Nc1ccc(S(=O)(=O)N2CCCCC2)cc1	105	11	0	-4	-2	-0.1	-7	10	-5	-4

The list itself, from the start:
SMILES	ABCB6 inh MLPCN	ABHD5 PLIN5 PPI	SRC2 inh	HTR2A ag	TLR9-MyD88 inh	MC4R barr agon	NOD2-RIPK2 inh	MC4R antagonist	H9c2 protect	Glyco luc inh
COc1cc(CO)ccc1OCc1nnnn1-c1ccc(C)cc1	95	1	-20	1	-13	1.7	3	4	3	0
O=C(Cc1ccccc1F)Nc1ccc(S(=O)(=O)N2CCCCC2)cc1	105	11	0	-4	-2	-0.1	-7	10	-5	-4
CCc1cccc(NC(=O)c2ccc3c(=O)n4c(nc3c2)CCCCC4)c1	92	-1	-23	5	-6	-2.4	4	-10	0	1
CCN(CC)c1ccc(NC(=S)NCC2CCCO2)cc1 (stereo not given)	98	-5	-52	-3	-18	-2.6	7	9	-20	-2
CS(=O)(=O)N1CCN(C(=O)CCC2CCCC2)CC1	101	0	-5	3	4	-1.9	-6	5	0	2
CCCNc1nc2c(c(=O)[nH]c(=O)n2C)n1Cc1ccc(F)cc1	102	-10	-3	4	-1	1.7	-2	15	6	3
Cn1c(SCC(=O)NCc2cccs2)nnc1-c1ccco1	99	-1	-18	4	-7	0.6	-5	11	8	0
C/C=C/c1ccc(OCCOc2ccc(C=O)cc2OC)c(OC)c1	100	-4	-7	2	-6	-2.0	-4	2	3	-1
COc1cc(/C=C/C(=O)OCN2C(=O)c3ccccc3C2=O)ccc1OC(F)F	95	3	21	-1	-3	-1.5	-12	7	10	1
COc1ccc(-c2nonc2NC(=O)c2oc3ccc(F)cc3c2C)cc1OC	101	-8	-1	0	11	-0.8	-10	7	4	0
Cc1c(C(=O)OCC(C)C)[nH]c2c1C(=O)CC(c1cccs1)C2 (stereo not given)	100	-1	18	4	-3	-1.4	12	-15	-20	21
COc1cc(C23CCCN(CCC(C(C)(C)C)C2)C32OCCO2)cc(OC)c1OC (stereo not given)	103	-10	-24	0	x	x	3	x	x	x
COc1cc2c(cc1NC(=O)C(Cl)Cl)-c1ccc(NC(=O)C(Cl)Cl)cc1C2	94	-7	-115	4	-8	2.2	0	-3	25	21
O=C(Nc1ccc2c(c1)[C@@H]1C[C@@H](CC(=O)N3CCOCC3)O[C@@H](CO)[C@@H]1O2)NC1CCCC1	98	2	-22	2	-5	-0.2	2	10	4	0
COc1nc(/C(N)=N/O)nc(N2CCCCC2)n1	92	-3	-23	-4	1	-1.8	0	-5	8	-2
Cc1c(C)n(CC(O)CN2CCCCC2)c2ccccc12 (stereo not given)	97	2	6	-4	5	-0.6	5	1	8	7
Fc1cccc(-c2ncc(-c3ccccc3)o2)c1	94	-1	-26	-1	-18	5.1	-12	7	-5	1
O=C(O)CCN1C(=O)c2ccc(NC(=O)Cc3ccc(Cl)cc3)cc2C1=O	93	1	-7	13	-8	-0.2	-8	19	2	-1
COc1ccccc1-n1cnc2c(c1=O)c1nc3ccccc3nc1n2CCc1ccccc1	95	3	-35	-1	-6	-2.0	-1	7	30	1
CC(=O)Nc1cccc(NC(=O)Cc2nc(-c3ccccc3)sc2-c2ccc(C)cc2)c1	101	9	-14	-4	-5	0.8	-10	5	12	-1
O=C(COC(=O)c1ccc(NC(=O)C2CC=CCC2C(=O)O)cc1)c1ccccc1 (stereo not given)	99	-7	-14	3	-3	0.5	-2	0	-4	1
c1ccc(N=C(c2cccs2)N2CCOCC2)cc1	94	0	-10	3	-11	-0.7	-7	6	-4	1
Cn1cc(S(=O)(=O)NCc2ccco2)c(=O)n(C)c1=O	99	2	3	0	-4	1.3	6	12	27	2
CN(Cc1ccc(Cl)cc1Cl)C(=O)CNC(=O)c1ccco1	99	3	1	1	7	-1.1	2	1	0	-1
c1ccc(-c2csc3ncn4cnnc4c23)cc1	94	5	-5	0	9	0.0	-12	-10	-6	-2
Next part:
SMILES	ABCB6 inh MLPCN	ABHD5 PLIN5 PPI	SRC2 inh	HTR2A ag	TLR9-MyD88 inh	MC4R barr agon	NOD2-RIPK2 inh	MC4R antagonist	H9c2 protect	Glyco luc inh
Cc1cccc(OCC(=O)NCc2ccncc2)c1C	105	-5	-22	10	-8	1.1	3	7	3	2
CC(C)OC(=O)/C(=C\c1ccccc1)NC(=O)c1ccccc1	99	-6	11	-5	7	-1.5	-3	3	-6	1
Cc1cc(=O)[nH]c(SCC(=O)NCc2ccc3c(c2)OCO3)n1	98	7	8	-3	0	0.3	1	-6	2	1
O=C(COC(=O)c1ncc(Cl)c(Cl)c1Cl)NCc1ccccc1	100	4	11	4	2	-1.8	1	-12	3	4
S=C(NCCCN1CCOCC1)Nc1ccc(N2CCOCC2)cc1	95	1	-1	2	1	-2.0	-15	2	0	3
CCCCn1c2nc3ccccc3nc2c2c(=N)oc(C)nc21	109	6	-28	4	2	-0.3	-5	2	-2	3
O=C(CNC(=O)c1ccc(-c2ccccc2)cc1)OCc1ccc(Br)cc1	108	-3	-66	-9	6	-0.1	-3	7	-14	0
O=C(C1=C(O)C(=O)N(CC2CCCO2)C1c1ccccc1[N+](=O)[O-])c1ccco1 (stereo not given)	85	-8	-3	5	-9	-1.0	-4	4	-1	1
NC(=O)Cn1cc(/C=N\NS(=O)(=O)c2cccc([N+](=O)[O-])c2)c2ccccc21	99	8	-32	-2	0	-3.1	1	-4	2	3
Cc1ccc(S(=O)(=O)N(C)C)cc1NC(=O)/C=C/c1cccs1	96	9	-7	2	-6	1.4	-17	17	0	-1
Cc1ccc(OCCN(C)C)c([N+](=O)[O-])c1	97	11	7	-5	-7	0.4	-1	-4	5	3
COc1ccc(N2CCN(C(=O)COc3ccc4c(C)cc(=O)oc4c3)CC2)cc1	95	4	8	0	5	-2.6	-12	10	19	2
Cc1cc(C)nc(N2CCCC(C(=O)Nc3nnc(C(C)(C)C)s3)C2)n1 (stereo not given)	93	-1	5	1	14	-0.8	2	9	0	-1
O=C(Nc1ncc2c(n1)CC(c1ccc(Cl)cc1)CC2=O)c1ccco1 (stereo not given)	99	8	15	3	-4	-1.3	-5	9	-3	-1
O=C(Cc1ccccc1)NC1CCN(Cc2ccccc2)CC1	110	-15	-13	-5	4	-0.8	8	5	1	3
COc1ccccc1Nc1nc(-c2cccc([N+](=O)[O-])c2)cs1	96	-1	-47	-1	2	-3.0	7	19	-6	2
Cc1ccc(-c2oc3ccccc3c(=O)c2O)cc1	103	-5	-51	2	1	0.1	-3	10	74*	7
c1ccc(-c2csc(NC3CCCCC3)n2)cc1	100	4	-55	-8	0	-1.0	-7	-3	-14	-14
CNC(=S)N1CCC(Cc2ccccc2)CC1	96	1	5	2	-5	-3.7	-4	0	-4	0
CSc1nc(=O)n(-c2ccccc2)c(C)c1C(C)=O	101	4	-27	-2	-1	-1.1	-3	4	4	0
C=CCNC(=S)Nc1ccc(Br)cc1F	102	-1	8	-1	6	-1.6	6	8	-4	1
COC(=O)c1cc(NC(=O)CSc2nncn2C)cc(C(=O)OC)c1	90	-2	3	2	-1	-1.2	5	1	8	2
CN1CCN(C(CNC(=O)Nc2ccc(Cl)cc2)c2ccc(F)cc2)CC1 (stereo not given)	104	5	-3	-6	-5	0.2	3	-1	8	-3
C/C(=N\Nc1ncc(Cl)cc1Cl)c1cccs1	97	-6	x	-2	-3	-1.3	-6	-3	-9	-10
COc1cc(NC(=O)c2ccccc2)c(OC)cc1NC(=O)Cc1cccs1	103	-1	2	-2	x	0.3	2	23	6	-1
(list continues)
SMILES	ABCB6 inh MLPCN	ABHD5 PLIN5 PPI	SRC2 inh	HTR2A ag	TLR9-MyD88 inh	MC4R barr agon	NOD2-RIPK2 inh	MC4R antagonist	H9c2 protect	Glyco luc inh
C=CCn1c(SCC(=O)Nc2ccc3c(c2)CCC3)nc2ccccc2c1=O	102	2	-13	2	-12	-0.5	-5	-2	1	0
CCCCOc1cc(C)nc(NCc2ccccc2)n1	95	-3	4	-5	0	2.3	-7	6	-9	12
C=CCN1C(=O)/C(=C/c2ccsc2)SC1=S	94	-1	-16	0	-8	2.3	-1	-4	-4	-2
COc1ccc(CNC(=O)C(C)N2CCN(c3ccc(C(C)=O)cc3)CC2)cc1 (stereo not given)	100	-4	4	1	0	-1.4	-1	5	-3	0
COc1cccc(C(C(=O)NC(C)(C)C)N(CCC(C)C)C(=O)CCC(=O)Nc2cc(C)on2)c1OC (stereo not given)	95	0	-11	1	10	0.1	-12	0	0	-1
COc1ccc(NC(=O)C2CCC(=O)N2)cc1 (stereo not given)	106	-1	-13	6	2	0.2	3	-4	6	5
O=C(CCCOc1ccc(Cl)cc1)NC1CCCCC1	101	-7	-2	-3	-14	-0.5	7	21	-1	2
CN(C(=O)COc1cc(C(F)(F)F)nn1C)c1ccccc1	98	1	-27	-8	9	-4.1	-9	1	12	1
COc1ccccc1C(=O)NC(=O)COC(=O)c1ccc(Cl)nc1	100	8	-15	8	-4	-3.3	-12	-3	6	1
NC(=O)CSc1nnc(COc2ccccc2)n1N	98	1	-5	-1	-11	-1.9	-10	8	2	0
O=c1ccc2cc(S(=O)(=O)N3CCN(c4ccccc4F)CC3)ccc2o1	99	14	-27	1	3	-1.5	-3	6	-7	0
Cc1ccc(S(=O)(=O)N2CCN(C(=O)C(C)Cn3nc(C)c(C)c3C)CC2)cc1 (stereo not given)	97	-10	16	2	1	-1.2	6	-2	-2	0
Cc1c(NC(=O)c2cc(CC(C)C)on2)c(=O)n(-c2ccccc2)n1C	97	-2	-5	4	9	-0.1	-6	2	13	-3
CC(C)[C@H](NC(=O)c1c(F)cccc1F)C(=O)N1CCN(c2ccc(F)cc2)CC1	97	-5	-5	5	-11	0.4	3	-4	-1	-1
O=C1CCN(Cc2ccc(Br)cc2)CCN1CCO	97	-4	-2	-2	-6	-2.4	3	-2	4	3
O=C(c1cnn2cccnc12)N1CCN(c2ccccc2)CC1	95	3	-42	5	-7	-2.6	-6	7	5	0
CCC(C)c1ccccc1O (stereo not given)	104	-3	15	-2	7	-1.8	-3	8	-2	1
Cc1ccc(SCCC(=O)OCC(=O)Nc2ccc(C(N)=O)cc2)cc1	97	-7	-7	5	-1	-2.9	3	3	3	0

Assay outcomes as filed in PubChem.

The list is partial (hit frequency here may not be typical).
